# High-throughput results as filed in PubChem.
# TGFb SMAD3 inh: inhibitors of TGF-b signaling | HepG2 CAGA-GFP TGF-b/SMAD3 reporter, GFP fluorescence, 18 h; TGF-beta stimulated, 500 pg/mL final | Potency, µM (titrated, usually from 46.1 µM), for the others: at the highest dose activity, negative = inhibition, most hits filed as inhibitors | 1.2% of 410,000 active | AID 588855; note: potency is the fitted concentration of half-maximal effect; % is set by controls: 0 for no effect and ±100 for the full control effect; nearly all actives have a fitted effect of over 65% in size
#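 Inhibition was scored as loss of TGF-beta-induced (500 pg/mL final, 18 hours, 37 degrees C) GFP in HEPG2 cells carrying a CAGA-GFP reporter, in DMEM with 1% FBS. Well GFP was summed per cell; Activity was normalised to unstimulated and stimulated DMSO wells, then concentration-response fitting.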
# MCF10A rerep: induces DNA re-replication in MCF 10a normal breast cells; MCF 10A DNA re-replication, Hoechst nuclear intensity, 48 h; Potency, µM (highest dose often 46.1 µM), inactives show at the top dose activity, positive = re-replication, actives largely listed as activators; 2.9% of 350,000 active; AID 624296; note: potency is the fitted concentration of half-maximal effect; % of control where 0% means no effect; nearly all actives have a fitted effect of over 50% in size
# HepG2 tox: counter-screen for TGF-b inhibitors: cytotoxicity in HepG2 cells; 0.76% of 410,000 active; Potency, µM (series often up to 46.1 µM), without a hit: at the top dose activity change, negative = cytotoxicity, most hits filed as cytotoxic; HepG2 CAGA-GFP viability, ATP luminescence, 18 h; note: potency is the fitted concentration of half-maximal effect; some results filed as inactive show a strong effect at the top dose
#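 CellTiter-Glo luminescence gave cytotoxicity after 18 hours at 37 degrees C. The cells were HepG2 CAGA-GFP in 1% FBS DMEM, stimulated with 500 pg/mL TGF-beta after compound addition. %Activity was normalised to no-cell wells (complete cell-killing) and DMSO (no toxicity), and curves were fitted and classified.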
# S2 tox: viability counter-screen for ATXN expression inhibitors; S2 cells (HEK-293 line with an ATXN2-luciferase reporter) viability, CellTiter-Fluor protease fluorescence, 24 h; Potency, µM (series often up to 56.7 µM), hits mostly cytotoxic; 0.49% of 400,000 active; AID 651635; note: potency is the fitted concentration of half-maximal effect; nearly all actives have a fitted effect of over 40% in size
# Nrf2 ARE act: activates Nrf2 signaling; AREc32 ARE-luciferase reporter (MCF7-derived line), luminescence, 24 h; Potency, µM (top dose mostly 46.1 µM), for inactives: at the highest dose activation, most hits filed as activators; 0.31% of 410,000 active; note: potency is the fitted concentration of half-maximal effect; % of control where 0% means no effect; nearly all actives have a fitted effect of over 65% in size
#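 Luminescent ARE reporter assay in AREc32_Fluc cells: overnight plating at 37 deg C, 24 hr compound incubation, Steady-Glo added, 30 min RT before reading.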
# Nrf2 inh: inhibitors of Nrf2 signaling | A549 ARE-Fluc reporter, luciferase luminescence, 18-24 h | Potency, µM (top dose mostly 46 µM), for the others: at the top dose activity change, negative = inhibition, most hits filed as inhibitors | 2.1% of 360,000 active | AID 504444; note: potency is the fitted concentration of half-maximal effect; % is set by controls: 0 for no effect and ±100 for the full control effect; nearly all actives have a fitted effect of over 60% in size
#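 Nrf2 activity is the BugLite luminescence, read 15 min after reagent at room temperature, following CellTiter-Fluor cytotoxicity readout (30 min, 37C). Compound titrations were applied for 18-24 h to 5000 A549 ARE_Fluc cells/well in 5% FBS OPTI-MEM.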
# ATXN2 expr inh: reduces ATXN2 reporter expression in HEK-293 cells | HEK-293 ATXN2-luciferase reporter, luminescence, 24 h | Potency, µM (highest dose often 57 µM), without a hit: at the top dose activity change, negative = inhibition, actives largely listed as inhibitors | 0.72% of 360,000 active | AID 1745845; note: potency is the fitted concentration of half-maximal effect; % is set by controls: 0 for no effect and ±100 for the full control effect; nearly all actives have a fitted effect of over 55% in size
#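 ATXN2-luciferase reporter cells (luciferase flanked by upstream and downstream ATXN2 gene portions) were treated 24 h at 37 °C with compounds at up to 57 uM. SteadyGlo luminescence gave expression; GF-AFC fluorescence gave viability.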
# IL-1B inflam inh: inflammasome signaling inhibition, IL-1 beta readout. THP-1 LPS/ATP IL-1B secretion, AlphaLISA, 16 h; active compounds read low. activity change, % at 57.5 µM. 4.7% of 360,000 active. AID 743279; in the data active = activity change below about -50%; inconclusive = mostly about -30% to -49%; note: % is set by controls: 0 for no effect and ±100 for the full control effect
#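 THP-1 cells pretreated 1 hr with compounds (up to 57.5 uM final), then stimulated with LPS (250 ng/mL final) plus ATP (1.25 mM final); secreted IL-1B measured by AlphaLISA after 16 hr, decreased signal indicating inhibition.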
# A549 tox: counter-screen for Nrf2 inhibitors: cytotoxicity in A549 cells. A549 ARE-Fluc cells, CellTiter-Fluor viability, 18-24 h. Potency, µM (series often up to 46 µM), inactives show at the top dose activity change, negative = cytotoxicity, hits mostly inhibitors. 0.16% of 390,000 active; note: potency is the fitted concentration of half-maximal effect; % is set by controls: 0 for no effect and ±100 for the full control effect
#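 Cytotoxicity counterscreen: CellTiter-Fluor fluorescence was measured in A549 ARE_Fluc cells after 18-24 h of compound exposure in a concentration series. The subsequent BugLite luminescent read reports ARE-luciferase activity.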
# * marks the source's active call; other numbers are inactive results; i = inactive; ? = inconclusive; . = not tested or not shown; [ ] = remark or other dose. Unless noted, calls come from the whole dose curve; as a rule, active = well fitted curve in the direction sought with a large enough effect; inconclusive = small, poorly fitted or top-dose-only effect, or another doubt; inactive = no such curve, though single readings can be large; an effect the other way counts as inactive or inconclusive.
no.	molecule	TGFb SMAD3 inh	MCF10A rerep	HepG2 tox	S2 tox	Nrf2 ARE act	Nrf2 inh	ATXN2 expr inh	IL-1B inflam inh	A549 tox
1	CNc1ccccc1C(=O)OCC(=O)N1CCc2ccccc2C1	-10%	.	-2%	i	1.0%	.	.	-3	.
2	Cn1c(/C(C#N)=C/Nc2ccccn2)nc2ccccc21	0%	-3%	-2%	i	16%	?	15%	-10	12%
3	COc1ccc(CNC(=O)c2cc(-c3ccccc3OC)on2)cc1	-16%	-3%	0%	i	0.2%	.	12%	-15	-1%
4	COC(=O)C1OCOC2C(C(=O)OC)OCOC12 (stereo not given)	4%	0%	-3%	i	-0.9%	-5%	2%	14	0%
5	CC(=O)N1c2ccc(S(=O)(=O)NCC3CCC(C(=O)Nc4ccc(F)cc4)CC3)cc2CC1C (stereo not given)	-1%	.	-25%	?	3.4%	.	?	.	-10%
6	CCCCc1nc2ccc(S(=O)(=O)O)cc2[nH]1	7%	-2%	3%	i	0.0%	-18%	2%	1	0%
7	CC(C)c1ccc(-c2c(C#N)c(N)nc(SCC(=O)N3CCCCCC3)c2C#N)cc1	-18%	15%	-9%	i	-0.6%	-3%	52%[activator]	19	-8%
8	Cc1ccc(-c2nc(C#N)c(N3CCC(C)CC3)o2)cc1	-10%	4%	-15%	i	3.0%	-3%	23%	-18	16%
9	CCC(C)Nc1nc(N)c([N+](=O)[O-])c(NCc2ccccc2)n1 (stereo not given)	?	23%	-70%	?	12%	0%	.	14	-17%
10	CCOc1cc(CNCCO)ccc1OCC(=O)NC(C)(C)C	7%	10%	3%	?	-0.7%	17%	-27%	-6	7%
11	CCCCn1c(N)c(N(CC(C)C)C(=O)CSCc2cccc(C)c2)c(=O)[nH]c1=O	19%	11%	-77%	i	0.2%	?	-5%	-12	-2%
12	Cc1ccc(N2C(=O)[C@@H]3[C@H](C2=O)[C@H]2C=CC=NN2[C@@H]3C(=O)Nc2ccc(Cl)cc2)cc1	2%	14%	-57%	i	4.9%	11%	-10%	24	9%
13	Cc1ccc(NS(=O)(=O)c2ccc(C)c(NC(=S)NCCN3CCOCC3)c2)c(C)c1	-23%	?	0%	i	0.0%	-3%	-2%	15	-6%
14	CCCCCOc1ccccc1C(=O)NCCCCCC(=O)O	-4%	-4%	-2%	i	0.2%	?	2%	23	-12%
15	COc1ccc2cc(C(c3nnnn3C3CCCC3)N3CCOCC3)c3nnnn3c2c1 (stereo not given)	-3%	11%	6%	i	6.2%	10%	-35%	2	0%
16	CC(NCc1ccccc1)c1ccccc1O (stereo not given)	-10%	3%	16%	i	2.3%	3%	-6%	-2	1%
17	COc1ccc(CC(=O)OC(C)CN2CCCCC2)cc1 (stereo not given)	-3%	?	-10%	i	-0.3%	-1%	4%	2	7%
18	Cc1nc(CC(=O)Nc2nccs2)cs1	?	-10%	-25%	i	0.0%	0%	6%	-7	2%
19	CC(NC(=O)/C(C#N)=C/c1ccc(OCC(=O)O)cc1)c1ccccc1 (stereo not given)	23%	?	18%	.	-0.1%	-10%	.	-2	-17%
20	COc1cnc(-c2ccccc2)[nH]c1=O	7%	-6%	0%	i	-0.8%	23%	-1%	-4	10%
21	COC(=O)c1cnc(NC(=O)C2(C)CCCN(C(C)=O)C2)s1 (stereo not given)	9%	.	4%	i	-0.9%[9.22 µM]	.	23%	18	.
22	C=CCNc1nc(N)c(C(=C(C#N)C#N)c2ccc(Br)cc2)s1	?	?	-2%	i	8.7%	?	-21%	-29	?
23	Cn1cc(C(=O)NS(=O)(=O)Nc2ccc(Br)cc2)c2ccccc21	20%	2%	-5%	i	-0.6%	6%	.	-1	1%
24	On1cnnc1-c1ccccc1	10%	0%	14%	i	-1.4%	.	-4%	44	16%
25	CCCCCNc1nc(NCCCO)c(C#N)c2c1CN(C)CC2	-2%	-11%	-4%	i	1.6%	.	-6%	-9	14%
26	CCCOC(=O)C(C)n1nnc2sc(-c3ccccc3)cc2c1=O (stereo not given)	?	.	0%	i	13%	21µM*	5%	.	-2%
27	O=C(NCc1ccccn1)[C@@H]1CCCN1C(=O)[C@@H]1CCCN1C(=O)c1c(F)cccc1F	.	.	.	i	-1.1%	.	-4%	23	.
28	Cc1cc(F)ccc1NC(=O)CCc1ccc(S(=O)(=O)N2CCOCC2)cc1	4%	0%	-1%	i	0.5%	-17%	-2%	12	2%
29	C/C(=N/NC(=O)c1ccco1)c1ccc(NC(=O)c2ccc(Br)o2)cc1	7%	-2%	-16%	?	6.7%	?	16%	i	-3%
30	N#Cc1c(-c2ccccc2F)cc(C2CC2)nc1SCC(=O)c1cccs1	7%	?	-21%	.	3.0%	?	-12%	i	?
31	COc1cccc(CNC(=O)CSC2=Nc3ccccc3C3=NC(C(C)C)C(=O)N23)c1 (stereo not given)	2%	.	-21%	i	0.1%	.	6%	.	-4%
32	Cc1cccc(NC(=S)N2CCn3cccc3C2c2cccnc2)c1 (stereo not given)	0%	-1%	1%	i	0.1%	8%	4%	-13	-3%
33	CCOc1ncccc1C(=O)Nc1ccc(Cl)cc1	11%	?	-24%	i	19%	20%	1%	14	-3%
34	O=c1c2[nH]c3ccc(Br)cc3c2ncn1CCCn1ccnc1	-2%	17%	12%	i	0.2%	-26%	-30%	-4	-4%
35	CCCNC(=O)C1(C)CCCN(Cc2ccccc2Cl)C1 (stereo not given)	-27%	.	-14%	i	-1.1%	.	-16%	2	.
36	O=C(O)CSCC(=O)N1CCN(c2cc(C(F)(F)F)nc3ccccc23)CC1	0%	-8%	6%	i	0.3%	-7%	.	24	13%
37	CCOc1ccccc1Nc1nnc(C)c(=O)[nH]1	1%	0%	6%	i	0.2%	-1%	-4%	0	-11%
38	CN(C(=O)C1CCC(CNS(=O)(=O)c2cccc3cccnc23)CC1)C1CCCCC1 (stereo not given)	-5%	13%	-19%	?	2.2%	?	-16%	-17	-15%
39	CCCc1ncc(CN2CCCCC2C(=O)Nc2ccc(Oc3ccccc3)nc2)cn1 (stereo not given)	-5%	0%	6%	?	0.9%	2%	2%	9	-3%
40	COc1cc(C(=O)N2CCC(n3cnc4cc(F)ccc43)CC2)cc(OC)c1OC	-3%	1%	-12%	i	0.2%	-7%	-21%	?	6%
41	CSCCC1NC2(C(=O)Nc3ccc(Cl)cc32)[C@@H]2C(=O)N(C3CCCC3)C(=O)[C@H]12 (stereo not given in full)	-17%	19%	-34%	?	0.5%	2%	-3%	?	-17%
42	Cc1cccc(C(=O)N2CCCC(c3nc(-c4ccc(F)cc4)no3)C2)c1 (stereo not given)	?	-2%	-3%	i	2.5%	?	8%	-2	-4%
43	Oc1cc2c(cc1C(c1ccc(Br)cc1)N1CCCC1)OCO2 (stereo not given)	?	?	14µM*	i	?	7%	-36%	-102*	1%
44	CCOc1ccc2nc(N3CCCC(C(=O)NCCc4ccc(Cl)cc4)C3)sc2c1 (stereo not given)	14%	.	9%	.	3.8%	?	.	.	0%
45	CC(C)(C)C(=O)OCc1nc(-c2ccc(F)cc2)cs1	2%	15%	8%	i	3.6%	3%	47%[activator]	4	3%
46	O=C(c1ccc(CS(=O)c2cccc(Cl)c2)o1)N1CCOCC1 (stereo not given)	16%	3%	-1%	i	0.1%	8%	9%	9	2%
47	O=C(CCC(=O)c1ccc(F)cc1)Nc1cccnc1	-10%	-2%	-16%	i	-0.3%	.	2%	13	2%
48	CCOC(=O)C1(Cc2ccc(Cl)cc2)CCN(C(=O)CCc2cnccn2)CC1	6%	-4%	1%	i	-0.4%	6%	-9%	20	-1%
49	O=C(Nc1ccc(CN2CCS(=O)(=O)CC2)cc1)c1ccc(C(F)(F)F)cc1	-13%	2%	1%	i	-0.4%	18µM*	-17%	-20	-16%
50	CSc1nsc(NC(=O)Cc2ccccc2)n1	-13%	19%	-28%	i	0.9%	?	40%[activator]	-5	-10%
51	CCN1C(=O)CSc2ccc(C(=O)NC3CCCCC3)cc21	2%	-16%	-2%	i	-0.8%	.	1%	12	4%
